WT yeast gro inh: growth inhibition of WT yeast, mitochondrial fusion screen; inhibition, % at 10 µM; mitochondrial fusion phenotypic screen, WT strain; AID 1362; 190,000 compounds, 2.1% hits; in the data active = inhibition above about 58%; tested in S. cerevisiae
P. falciparum M1AAP: P. falciparum M1AAP inhibitors, biochemical, fluorogenic H-Leu-NHMec substrate, 1536-well (AID 1445). recombinant M1AAP, H-Leu-NHMec fluorogenic kinetic assay; higher % means a stronger effect. one-dose inhibition, % at 30 µM; IC50 in µM for titrated hits. 220,000 compounds, 0.42% hits;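 active = primary inhibition above the hit cutoff, then over 50% inhibition at one or more dose response concentrations, cut at about 23% in these data, passing the limit was not always enough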;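 also: plate controls were DMSO full reaction for no effect and no enzyme background for full effect; strong numbers were not always called active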
XIAP antagonists: XIAP antagonists, biochemical, IAP family, fluorescence polarization (AID 1018) | displacement, % at 20 µM; hits with a dose series show IC50 in µM | XIAP BIR domain, fluorescence polarization peptide displacement; higher % means a stronger effect | 200,000 compounds, 0.007% hits; in the data active = displacement above about 50%; also: a part of the inactive calls stands beside numbers as strong as those of hits
P. falciparum M17LAP: P. falciparum M17LAP inhibitors, primary screen, biochemical, fluorogenic H-Leu-NHMec substrate, 1536-well (AID 1619); 220,000 compounds, 0.38% hits; one-dose inhibition, % at 30 µM; IC50 in µM for titrated hits; recombinant M17LAP, H-Leu-NHMec fluorogenic kinetic assay; higher % means a stronger effect;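 active = compound inhibiting the enzyme by more than half at any dose during confirmatory dose-response retesting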;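 also: plate controls were full reaction with DMSO carrier for no effect and no enzyme background for full effect; strong numbers were not always called active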
Yfh1-depleted yeast: mitochondrial function rescue without frataxin homolog – Friedreich's ataxia, plus single-dose screen, dose response (AID 1465); fold induction at 50 µM, or EC50 in µM where a hit was titrated; S. cerevisiae Yfh1-off respiration, WST-1 reduction, 72 h; higher fold induction means a stronger effect; 220,000 compounds, 0.074% hits;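 active = fold induction of absorbance versus untreated yeast above a set limit, then at least 30% activation at any dose in follow-up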;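 also: activators that raise dye reduction in frataxin-depleted yeast; strong numbers were not always called active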
PMI inhibition: human PMI inhibitors, high substrate, primary screen, biochemical, fluorescence intensity, high mannose 6-phosphate (AID 1220) | recombinant PMI enzyme, coupled fluorescence intensity; higher % means a stronger effect | inhibition, % at 20 µM, or IC50 in µM where a hit was titrated | 190,000 compounds, 0.66% hits
LYP inhibition: PTPN22 lymphoid phosphatase activity blockers – biochemical, fluorescence intensity, uHTS (AID 1779); recombinant LYP phosphatase, fluorescence intensity; higher % means a stronger effect; one-dose inhibition, % at 11.5 µM; IC50 in µM for titrated hits; 290,000 compounds, 0.054% hits;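 also: plate controls were vehicle with enzyme for no effect and no enzyme for full effect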
TNAP activators: stimulation of alkaline phosphatase TNAP activity – biochemical, luminescent, no phosphate acceptor, uHTS, primary screen (AID 1001). 200,000 compounds, 0.03% hits. activation fold at 20 µM; hits with a dose series show EC50 in µM. purified TNAP, luminescent activation assay, no phosphate acceptor; higher activation fold means a stronger effect; in the data active = activation fold from about 3, or a potency from the dose series; inactive = the rest, 99 in 100 with activation fold below about 1.6; also: many of its hits are not listed in these tables
PMI inhibitors: MPI enzyme activity inhibition – biochemical, fluorescence intensity, coupled assay, primary screen (AID 1209) | 190,000 compounds, 0.42% hits | purified PMI enzyme, coupled fluorescence intensity; higher % means a stronger effect | inhibition, % at 20 µM; hits with a dose series show IC50 in µM;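 also: plate controls were DMSO vehicle for no effect and wells lacking substrate for full effect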
WT yeast gro inh mutant strain: also measured in WT yeast gro inh; calls as there; inhibition, %; mitochondrial fusion phenotypic screen, mutant strain inhibition
* hit, by the source's call. Rule as the data show it, unless noted: active = inhibition above about 50%; inactive = the rest. Outcome played no part in choosing rows; any-hit rate near 3.7%.

What do the screens show for `Cc1ccc(C(=O)OCC(=O)NC(=O)c2cccn2C)cc1`?
WT yeast gro inh: 16; P. falciparum M1AAP: -4%; XIAP antagonists: -12%; P. falciparum M17LAP: -6%; Yfh1-depleted yeast: inactive; PMI inhibition: 3%; LYP inhibition: -6%; TNAP activators: 1.1; PMI inhibitors: 12%; WT yeast gro inh mutant strain: 17

Results for CNS(=O)(=O)c1ccc(NC(=O)C2c3ccccc3Oc3ccccc32)cc1 ?
WT yeast gro inh: 0; P. falciparum M1AAP: 12%; XIAP antagonists: -7.8%; P. falciparum M17LAP: 1%; Yfh1-depleted yeast: inactive; PMI inhibition: -2%; LYP inhibition: -3%; TNAP activators: 1.2; PMI inhibitors: -4%; WT yeast gro inh mutant strain: 15

Results for COc1ccc(N2CCN(C(=O)c3ccc(Br)cc3)CC2)c([N+](=O)[O-])c1 ?
WT yeast gro inh: 69*; P. falciparum M1AAP: 2%; XIAP antagonists: -5.2%; P. falciparum M17LAP: 8%; Yfh1-depleted yeast: inactive; PMI inhibition: 15%; LYP inhibition: -1%; TNAP activators: 1.1; PMI inhibitors: 14%; WT yeast gro inh mutant strain: 68*

What do the screens show for `Cc1ccc(Nc2c3c(nc4ccccc24)CCC3)cc1`?
P. falciparum M1AAP: 7%; P. falciparum M17LAP: 4%; Yfh1-depleted yeast: inactive; LYP inhibition: 0%

How did Cc1nc([N+](=O)[O-])cn1CC(=O)c1ccccc1 do in these assays?
P. falciparum M1AAP: 8%; P. falciparum M17LAP: 8%; Yfh1-depleted yeast: inactive; LYP inhibition: -3%

How did CCCCCCCCCSc1n[nH]c(N)n1 do in these assays?
WT yeast gro inh: 12; P. falciparum M1AAP: 0%; XIAP antagonists: -3.0%; P. falciparum M17LAP: 21%; Yfh1-depleted yeast: inactive; PMI inhibition: -5%; LYP inhibition: -1%; TNAP activators: 0.9; PMI inhibitors: -5%; WT yeast gro inh mutant strain: -4

What do the screens show for `CCCNc1nc(C)cc(-c2cc(C(=O)NC3CCCC3)on2)n1`?
P. falciparum M1AAP: 4%; P. falciparum M17LAP: 4%; Yfh1-depleted yeast: inactive; LYP inhibition: -7%

How did COC(=O)C1=C(C)N(C)C(=O)/C1=C\c1cccs1 do in these assays?
WT yeast gro inh: -6; P. falciparum M1AAP: 6%; XIAP antagonists: -3.6%; P. falciparum M17LAP: 9%; Yfh1-depleted yeast: inactive; PMI inhibition: 3%; LYP inhibition: -9%; TNAP activators: 0.9; PMI inhibitors: -9%; WT yeast gro inh mutant strain: 1

How did COc1ccc(Nc2nnc(SCc3cc([N+](=O)[O-])cc4c3OCOC4)s2)cc1 do in these assays?
WT yeast gro inh: 7; P. falciparum M1AAP: 0%; XIAP antagonists: -12%; P. falciparum M17LAP: 29%; Yfh1-depleted yeast: inactive; PMI inhibition: -4%; LYP inhibition: -2%; TNAP activators: 1.1; PMI inhibitors: 8%; WT yeast gro inh mutant strain: 1

What do the screens show for `O=C(NCCc1cccc(F)c1)/C(=C/c1cccnc1)NC(=O)c1ccccc1`?
WT yeast gro inh: 0; P. falciparum M1AAP: 2%; XIAP antagonists: -9.9%; P. falciparum M17LAP: -17%; Yfh1-depleted yeast: inactive; PMI inhibition: 5%; LYP inhibition: 0%; TNAP activators: 1.1; PMI inhibitors: 12%; WT yeast gro inh mutant strain: -9

How did COc1ccccc1OCC(=O)NCCCn1ccnc1 do in these assays?
WT yeast gro inh: -16; P. falciparum M1AAP: -3%; XIAP antagonists: -13%; P. falciparum M17LAP: -18%; Yfh1-depleted yeast: inactive; PMI inhibition: 5%; LYP inhibition: -6%; TNAP activators: 1; PMI inhibitors: -15%; WT yeast gro inh mutant strain: 8

How did O=C(Nc1ccc2nc(-c3cccnc3)[nH]c2c1)c1ccco1 do in these assays?
WT yeast gro inh: -2; P. falciparum M1AAP: 4%; XIAP antagonists: 5.6%; P. falciparum M17LAP: 5%; Yfh1-depleted yeast: inactive; PMI inhibition: 2%; LYP inhibition: -10%; TNAP activators: 1; PMI inhibitors: 5%; WT yeast gro inh mutant strain: -13

An excerpt from above in order of length of the SMILES, ascending.
How did COc1ccccc1OCC(=O)NCCCn1ccnc1 do in these assays?
WT yeast gro inh: -16; P. falciparum M1AAP: -3%; XIAP antagonists: -13%; P. falciparum M17LAP: -18%; Yfh1-depleted yeast: inactive; PMI inhibition: 5%; LYP inhibition: -6%; TNAP activators: 1; PMI inhibitors: -15%; WT yeast gro inh mutant strain: 8

What do the screens show for `O=C(NCCc1cccc(F)c1)/C(=C/c1cccnc1)NC(=O)c1ccccc1`?
WT yeast gro inh: 0; P. falciparum M1AAP: 2%; XIAP antagonists: -9.9%; P. falciparum M17LAP: -17%; Yfh1-depleted yeast: inactive; PMI inhibition: 5%; LYP inhibition: 0%; TNAP activators: 1.1; PMI inhibitors: 12%; WT yeast gro inh mutant strain: -9

Results for COc1ccc(N2CCN(C(=O)c3ccc(Br)cc3)CC2)c([N+](=O)[O-])c1 ?
WT yeast gro inh: 69*; P. falciparum M1AAP: 2%; XIAP antagonists: -5.2%; P. falciparum M17LAP: 8%; Yfh1-depleted yeast: inactive; PMI inhibition: 15%; LYP inhibition: -1%; TNAP activators: 1.1; PMI inhibitors: 14%; WT yeast gro inh mutant strain: 68*

Later entries
What do the screens show for `CC12C(=O)N(NC(=O)c3ccncc3)C(=O)C1C1C=CC2C1` (stereo not given)?
WT yeast gro inh: -2; P. falciparum M1AAP: 5%; XIAP antagonists: -4.3%; P. falciparum M17LAP: 8%; Yfh1-depleted yeast: inactive; PMI inhibition: 6%; LYP inhibition: -2%; TNAP activators: 1.1; PMI inhibitors: 2%; WT yeast gro inh mutant strain: 1

What do the screens show for `CCOC(=O)c1c(C)n(-c2ccc(C)cc2)c2ccc(OCC(O)CNCCCO)cc12` (stereo not given)?
WT yeast gro inh: 33; P. falciparum M1AAP: 13%; XIAP antagonists: -4.9%; P. falciparum M17LAP: 12%; Yfh1-depleted yeast: inactive; PMI inhibition: 18%; LYP inhibition: -11%; TNAP activators: 1.1; PMI inhibitors: 4%; WT yeast gro inh mutant strain: 26

How did CC(c1ccccc1)N1C(=O)NC(NC(=O)C(C)(C)C)(C(F)(F)F)C1=O (stereo not given) do in these assays?
WT yeast gro inh: 7; P. falciparum M1AAP: 1%; XIAP antagonists: -2.2%; P. falciparum M17LAP: -9%; Yfh1-depleted yeast: inactive; PMI inhibition: 14%; LYP inhibition: 3%; TNAP activators: 1; PMI inhibitors: 8%; WT yeast gro inh mutant strain: 1

What do the screens show for `CCCC12CN3CC(C)(CN(C1)C3c1ccc3c(c1)OCO3)C2=O` (stereo not given)?
WT yeast gro inh: -3; P. falciparum M1AAP: 5%; XIAP antagonists: 42%; P. falciparum M17LAP: -3%; Yfh1-depleted yeast: inactive; PMI inhibition: -3%; LYP inhibition: -6%; TNAP activators: 1.1; PMI inhibitors: -1%; WT yeast gro inh mutant strain: -15

What do the screens show for `COc1ccccc1C1(O)CC2CCC(C1)N2S(=O)(=O)c1ccc(C(C)=O)cc1` (stereo not given)?
WT yeast gro inh: 1; P. falciparum M1AAP: -1%; XIAP antagonists: -2.9%; P. falciparum M17LAP: 1%; Yfh1-depleted yeast: inactive; PMI inhibition: 7%; LYP inhibition: -10%; TNAP activators: 1.1; PMI inhibitors: 5%; WT yeast gro inh mutant strain: 4

How did Nc1nc(N2CCN(C(=O)c3ccco3)CC2)nc2ccc(Br)cc12 do in these assays?
WT yeast gro inh: 35; P. falciparum M1AAP: 2%; XIAP antagonists: -2.6%; P. falciparum M17LAP: 26%; Yfh1-depleted yeast: inactive; PMI inhibition: 7%; LYP inhibition: -4%; TNAP activators: 1; PMI inhibitors: -12%; WT yeast gro inh mutant strain: 21

What do the screens show for `CC(=O)Nn1c(COc2ccccc2C)nc2ccccc2c1=O`?
WT yeast gro inh: 11; P. falciparum M1AAP: 1%; XIAP antagonists: -4.8%; P. falciparum M17LAP: -5%; Yfh1-depleted yeast: inactive; PMI inhibition: 10%; LYP inhibition: -4%; TNAP activators: 1; PMI inhibitors: 10%; WT yeast gro inh mutant strain: 32

How did N#C/C(=C/c1ccc(OCc2ccc(C(=O)O)cc2)c(Br)c1)c1cccc(F)c1 do in these assays?
WT yeast gro inh: 16; P. falciparum M1AAP: 8%; XIAP antagonists: -8.7%; P. falciparum M17LAP: 8%; Yfh1-depleted yeast: inactive; PMI inhibition: 3%; LYP inhibition: 13µM*; TNAP activators: 1; PMI inhibitors: -1%; WT yeast gro inh mutant strain: -8

How did CCOc1ccc(S(=O)(=O)Nc2cc(Cl)ccc2O)cc1 do in these assays?
WT yeast gro inh: 33; P. falciparum M1AAP: 25%*; XIAP antagonists: -3.3%; P. falciparum M17LAP: 0%; Yfh1-depleted yeast: inactive; PMI inhibition: 13%; LYP inhibition: 5%; TNAP activators: 0.9; PMI inhibitors: 12%; WT yeast gro inh mutant strain: 17

What do the screens show for `CCOc1ccccc1N1CN(C2CCCCC2)CNC1=S`?
P. falciparum M1AAP: 0%; P. falciparum M17LAP: 5%; Yfh1-depleted yeast: inactive; LYP inhibition: -26%

Results for O=C1/C(=C/c2cccs2)COc2ccccc21 ?
WT yeast gro inh: -20; P. falciparum M1AAP: 21%; XIAP antagonists: 1.8%; P. falciparum M17LAP: 5%; Yfh1-depleted yeast: inactive; PMI inhibition: 14%; LYP inhibition: -3%; TNAP activators: 1.1; PMI inhibitors: 8%; WT yeast gro inh mutant strain: -2

How did Cc1cc(C)c2[nH]c(=O)c(CN(Cc3cccs3)C(=S)NCC3CCCO3)cc2c1 (stereo not given) do in these assays?
WT yeast gro inh: 39; P. falciparum M1AAP: 6%; XIAP antagonists: 0.2%; P. falciparum M17LAP: -13%; Yfh1-depleted yeast: inactive; PMI inhibition: 11%; LYP inhibition: 9%; TNAP activators: 1.2; PMI inhibitors: 23%; WT yeast gro inh mutant strain: 5

What do the screens show for `CCOC(=S)SCC(=O)Nc1ncc(C)s1`?
P. falciparum M1AAP: -12%; P. falciparum M17LAP: -13%; Yfh1-depleted yeast: inactive; LYP inhibition: -2%

Results for CCCCNC(=O)CNC(=S)N(Cc1cc(OC)c(OC)c(OC)c1)C1CCCC1 ?
WT yeast gro inh: -21; P. falciparum M1AAP: 4%; XIAP antagonists: -0.8%; P. falciparum M17LAP: -6%; Yfh1-depleted yeast: inactive; PMI inhibition: 3%; LYP inhibition: -7%; TNAP activators: 1.2; PMI inhibitors: 11%; WT yeast gro inh mutant strain: 1

What do the screens show for `O=C(Cc1ccccc1Cl)NCCCn1ccnc1`?
WT yeast gro inh: -8; P. falciparum M1AAP: 2%; XIAP antagonists: -6.0%; P. falciparum M17LAP: -8%; Yfh1-depleted yeast: inactive; PMI inhibition: -9%; LYP inhibition: -3%; TNAP activators: 0.9; PMI inhibitors: 0%; WT yeast gro inh mutant strain: -15

What do the screens show for `Cc1ccc(S(=O)(=O)NNc2ccccc2)cc1`?
WT yeast gro inh: -7; P. falciparum M1AAP: 10%; XIAP antagonists: -0.5%; P. falciparum M17LAP: 43%; Yfh1-depleted yeast: inactive; PMI inhibition: -112%; LYP inhibition: -2%; TNAP activators: 1; PMI inhibitors: -14%; WT yeast gro inh mutant strain: -7

From PubChem BioAssay
